Bioassay records (PubChem BioAssay)
PPARg SRC-2 ag: agonists of PPARg-SRC-2 recruitment, primary screen, biochemical, HTS | 0.34% of 200,000 active | Peroxisome proliferator-activated receptor gamma (Homo sapiens), P37231 | PPARgamma LBD-SRC-2 recruitment | activation, % at 8 µM | AID 1032, 2008; in the data active = activation above about 22%;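 also: 0% = vehicle and 100% = reference agonist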
Target sequence (P37231 whole entry, looked up, the tested form may be a part): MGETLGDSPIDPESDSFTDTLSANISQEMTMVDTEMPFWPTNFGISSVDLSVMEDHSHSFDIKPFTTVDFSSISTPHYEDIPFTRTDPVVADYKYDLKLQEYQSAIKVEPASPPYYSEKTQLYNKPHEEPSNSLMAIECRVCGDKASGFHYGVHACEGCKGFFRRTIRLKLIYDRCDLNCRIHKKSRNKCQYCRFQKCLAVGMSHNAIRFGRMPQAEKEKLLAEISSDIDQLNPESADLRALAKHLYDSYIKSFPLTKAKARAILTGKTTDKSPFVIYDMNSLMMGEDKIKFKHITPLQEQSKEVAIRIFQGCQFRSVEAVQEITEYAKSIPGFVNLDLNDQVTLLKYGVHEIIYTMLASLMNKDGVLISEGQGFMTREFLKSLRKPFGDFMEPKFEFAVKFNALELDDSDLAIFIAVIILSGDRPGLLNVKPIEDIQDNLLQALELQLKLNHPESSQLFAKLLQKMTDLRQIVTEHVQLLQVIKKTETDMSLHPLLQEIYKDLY
PPARg SRC1 recr: PPARgamma agonists recruiting SRC-1 coactivator, primary screen, biochemical; activation, % at 8 µM; 0.41% of 200,000 active; PPARgamma-SRC-1 coactivator recruitment biochemical assay; AID 631, 2007; in the data active = activation above about 19%;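 also: 0% = DMSO and 100% = reference agonist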
TNAP inh noacc: human TNAP enzyme inhibitors, primary screen, biochemical, luminescent, no phosphate acceptor, uHTS | Alkaline phosphatase, tissue-nonspecific isozyme (Homo sapiens), P05186 | purified TNAP, CDP-star luminescence, 30 min | inhibition, % at 20 µM | 0.26% of 200,000 active | AID 1012, 2008;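 active = tissue-nonspecific alkaline phosphatase inhibition above about 50% at 20 µM in the single-dose screen, limit read from the data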;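 also: 0% = DMSO negative control and 100% = EDTA positive control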
Target sequence (P05186 whole entry, looked up): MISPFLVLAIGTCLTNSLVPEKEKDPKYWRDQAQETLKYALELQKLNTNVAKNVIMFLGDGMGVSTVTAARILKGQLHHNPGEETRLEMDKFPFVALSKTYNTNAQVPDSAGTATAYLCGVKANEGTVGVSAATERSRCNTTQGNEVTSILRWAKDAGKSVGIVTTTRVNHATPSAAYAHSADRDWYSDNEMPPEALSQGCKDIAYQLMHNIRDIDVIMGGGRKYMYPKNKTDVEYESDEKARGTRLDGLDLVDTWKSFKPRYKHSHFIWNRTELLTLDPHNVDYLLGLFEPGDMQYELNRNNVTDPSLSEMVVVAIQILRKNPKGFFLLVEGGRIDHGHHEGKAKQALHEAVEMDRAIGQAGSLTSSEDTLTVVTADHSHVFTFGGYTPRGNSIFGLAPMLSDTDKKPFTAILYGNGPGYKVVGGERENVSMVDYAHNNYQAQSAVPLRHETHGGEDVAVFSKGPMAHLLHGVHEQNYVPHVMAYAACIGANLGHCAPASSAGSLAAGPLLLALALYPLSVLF
bIAP inh: bovine intestinal alkaline phosphatase inhibitors, primary screen, selectivity assay for TNAP inhibitor project, biochemical, bovine IAP, CDP-star luminescence. alkaline phosphatase, intestinal [Bos taurus]. 190,000 tested, under 10 active. inhibition, % at 20 µM. purified bovine IAP, 30 min;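 active = over 50% inhibition of intestinal alkaline phosphatase at 20 µM in the single-dose screen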
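System: purified bovine intestinal alkaline phosphatase (IAP) enzyme; Input: IAP diluted 1/65,000,000 in the well; Measured by: CDP-star luminescence signal; Compound dosing: 20 µM single dose; Incubation: 30 min reaction at room temperature.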
Efa HMGR inh: inhibitors of E. faecalis class II HMGR, primary screen, biochemical, Enterococcus faecalis. HMG-CoA reductase (Enterococcus faecalis, mvaE). purified E. faecalis HMGR, NADPH absorbance 340 nm kinetic. inhibition, % at 10 µM. 0.41% of 190,000 active. AID 1066, 2008;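 active = inhibition above a set limit, the median over all tested compounds plus 3 SD, cut at about 9.5% in these data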;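 also: enzyme runs in reverse so mevalonate oxidation gives rising NADPH absorbance; 0% = complete reaction with DMSO and 100% = background rate lacking mevalonate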
PPARg SRC3 recr: PPARgamma agonists recruiting SRC-3 coactivator, primary screen, biochemical | 0.26% of 200,000 active | Peroxisome proliferator-activated receptor gamma (Homo sapiens), P37231 | activation, % at 8 µM | biochemical PPARgamma/SRC-3 coactivator recruitment assay; in the data active = activation above about 23%;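 also: 0% = DMSO and 100% = reference agonist; some compounds past the cut are filed as inactive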
bIAP activator: bovine intestinal alkaline phosphatase activators, primary screen, biochemical, bovine IAP, CDP-star luminescence | purified bovine IAP, 30 min; active compounds read high; fold of DMSO-control signal, blank-subtracted | activation factor at 20 µM | alkaline phosphatase, intestinal [Bos taurus] | 0.17% of 200,000 active | AID 1016, 2008;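 active = activation factor of 2 or more at 20 µM, a signal rise over negative controls twice the positive control's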
TR-FRET SRC-2 ct: TR-FRET signal artefacts, primary screen, artefact control for PPARgamma SRC-2 agonist project, biochemical. TR-FRET artefact counter-screen; active compounds read high. TR-FRET ratio at 8 µM. 0.4% of 200,000 active; in the data active = TR-FRET ratio above about 2000; also: inactives centre near 1500
TNAP inh hi DEA: human TNAP enzyme inhibitors, primary screen, biochemical, luminescent, high phosphate acceptor level, uHTS. Alkaline phosphatase, tissue-nonspecific isozyme (Homo sapiens), P05186. purified TNAP, CDP-star luminescence, 1 M DEA. inhibition, % at 20 µM. 0.03% of 200,000 active;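 active = over 50% inhibition of tissue-nonspecific alkaline phosphatase at 20 µM in the single-dose screen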;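 also: plate controls were DMSO wells for no effect and EDTA-quenched wells as full inhibition for full effect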
TNAP act hi DEA: TNAP activators at high phosphate acceptor level, primary screen, biochemical, luminescence, uHTS; purified TNAP, CDP-star luminescence, 1 M DEA, 30 min; active compounds read high; 0 = EDTA background, 1 = DMSO-only activity; activation factor at 20 µM; 200,000 tested, under 10 active; Alkaline phosphatase, tissue-nonspecific isozyme (Homo sapiens), P05186;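 active = activation factor at least 2 at 20 µM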
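Dosing: 20 µM single point. System: human TNAP. Amount: TNAP 1/800 final. Incubation: 30 min, room temperature. Read-out: TNAP activation factor scaled between EDTA and DMSO control wells. Signal: luminescence from CDP-star hydrolysis. Medium: 1 M DEA, pH 9.8, Mg2+, Zn2+. Control set: EDTA negative control, DMSO positive control.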
* hit, by the source's call; / = no result given. Rows were taken by chance; any-hit rate near 1.6%.

entry	compound	PPARg SRC-2 ag	PPARg SRC1 recr	TNAP inh noacc	bIAP inh	Efa HMGR inh	PPARg SRC3 recr	bIAP activator	TR-FRET SRC-2 ct	TNAP inh hi DEA	TNAP act hi DEA
1	Cc1nnc(NC(=O)CSc2nnc(Cc3cccn3C)n2CCc2ccccc2)s1	11	-2	-13	6	1	-5	0.9	1663	-6	1.1
2	COc1ccc(C2C(C#N)=C(N)Oc3cc(C)n(Cc4ccncc4)c(=O)c32)cc1 (stereo not drawn)	4	4	4	2	-2	10	1	1672	-4	1
3	COc1cccc(-c2nc(-c3ccccc3)nc(N3CCN(C)CC3)c2C#N)c1	-8	4	-11	-1	-1	0	1	1293	-3	1
4	CCOCCCNC(=S)Nc1ccc2nc(N3CCCC3)cc(C)c2c1	5	2	-1	1	0	5	1	1645	0	1
5	O=C(NCCCNC(=O)c1ccccn1)c1ccccn1	-2	7	-9	-2	-4	1	1	1553	1	1
6	FC(F)(F)c1cccc(N2CCc3cn[nH]c32)c1	16	0	-1	14	-2	7	0.9	1505	4	1
7	Cc1ccc2cc(/C=N/NC(=O)c3ccc(F)cc3)c(Cl)nc2c1	1	-3	-7	48	-3	1	0.5	1515	0	1
8	COc1cccc2c(=O)ccoc12	-4	3	-8	-3	1	-4	1	1497	-7	1.1
9	CSCc1cc(N2CCOCC2)nc(SCc2ccc(Cl)c(Cl)c2)n1	-4	2	-5	2	1	4	1	1413	-3	1
10	Oc1c(C(c2ccccn2)N2CCOCC2)ccc2cccnc12 (stereo not drawn)	4	8	-87	-102	0	1	2*	1565	-10	1.1
11	CC(CCc1ccccc1)NC(=O)c1ccc(NC(=O)c2ccc(Cl)cc2Cl)cc1 (stereo not drawn)	-5	3	-12	0	0	0	1	1398	-6	1.1
12	Cc1nc(SCC(=O)Nc2nc3ccccc3s2)c(C#N)c(C)c1C	-3	8	-13	31	-6	1	0.7	1668	-6	1.1
13	OCCCn1c(-c2ccccc2)n[nH]c1=S	-1	-6	4	8	2	0	0.9	1436	-3	1
14	COCCN(C(=O)C(=O)NC1CCCC1)C(C(=O)NC1CCCC1)c1ccccc1F (stereo not drawn)	2	9	-5	-7	-5	4	1.1	1573	-1	1
15	Cc1ccc2c(c1)sc(C)[n+]2CCCS(=O)(=O)[O-]	10	4	-10	10	2	1	0.9	1680	-4	1
16	Cc1cc(=O)oc2cc(OCC(=O)OCC(=O)Nc3ccccc3C(C)C)ccc12	-2	-2	-15	-2	4	0	1	1559	-1	1
17	N#CCC(=O)N/N=C/c1ccc(OCC(=O)Nc2ccc(F)cc2)cc1	9	-2	-9	17	-6	-3	0.8	1495	-2	1
18	O=C(CNC(=O)c1cccc(F)c1)OCc1cc(=O)n2cc(Br)ccc2n1	-6	-3	-10	6	1	2	0.9	1539	-1	1
19	CCOC(=O)N1CCN(C(=O)COc2ccc3c(c2)C(=O)CC2(CCN(C(C)=O)CC2)O3)CC1	9	4	-8	-4	-2	6	1	1503	-1	1
20	CCOC(=O)N1CCN(CC(O)COc2c(OC)cccc2OC)CC1 (stereo not drawn)	5	-1	-15	-19	-3	2	1.2	1562	-5	1.1
21	CCOC(=O)C1CCN(Cc2cnc(NC(=O)OC)s2)CC1	0	-4	-1	7	8	-24	0.9	1271	-8	1.1
22	CC(=O)NC1C(=O)N(CCc2ccccc2)c2ccc(Br)cc21 (stereo not drawn)	4	4	16	-12	-1	5	1.1	1431	3	1
23	Cc1ccccc1CC1(CO)CCCN(Cc2cn[nH]c2-c2ccccc2)C1 (stereo not drawn)	-3	0	7	-58	-2	-1	1.6	1519	5	0.9
24	Cc1cc(C)cc(OCC(=O)NCc2nc(-c3ccccc3)no2)c1	6	-2	-10	-2	-3	9	1	1615	-6	1.1
25	CCOC(=O)c1nn(-c2ccccc2)c(=O)cc1SC1CCCCC1	0	-5	-10	12	9	-2	0.9	1596	-6	1.1
26	CC1CCCCC1NC(=O)CN1C(=O)c2cccc(N)c2C1=O (stereo not drawn)	-1	-11	-2	-6	-6	3	1.1	1462	-6	1.1
27	Cc1ccc(S(=O)(=O)NCC(=O)NCC(=O)OCC(=O)N2CC(=O)Nc3ccccc32)cc1C	4	4	2	-18	-5	4	1.2	1592	-6	1.1
28	O=C(CCCC(=O)N1CCc2ccccc21)N1CCc2ccccc21	/	/	5	8	/	/	0.9	/	-4	1
29	CCOC(=O)c1c(N)nn(C(C)=O)c1-c1ccccc1	4	0	14	-32	-4	-9	1.3	1575	-4	1
30	CC(C)c1ccc(NC(=S)NN2CCOCC2)cc1	-1	0	-6	-3	-10	2	1	1533	-2	1

An excerpt from above, limited to TR-FRET SRC-2 ct, TNAP act hi DEA and PPARg SRC-2 ag:
nr	SMILES	TR-FRET SRC-2 ct	TNAP act hi DEA	PPARg SRC-2 ag
13	OCCCn1c(-c2ccccc2)n[nH]c1=S	1436	1	-1
14	COCCN(C(=O)C(=O)NC1CCCC1)C(C(=O)NC1CCCC1)c1ccccc1F (stereo not drawn)	1573	1	2

Carrying on.
entry	compound	PPARg SRC-2 ag	PPARg SRC1 recr	TNAP inh noacc	bIAP inh	Efa HMGR inh	PPARg SRC3 recr	bIAP activator	TR-FRET SRC-2 ct	TNAP inh hi DEA	TNAP act hi DEA
31	Cc1cc2nc(CCN(C(=S)NCC3CCCO3)C3CCCC3)[nH]c2cc1C (stereo not drawn)	-5	-4	-56	-8	-4	-5	1.1	1517	0	1
32	Cc1nc(NC(=O)c2cccnc2)ccc1Br	1	6	-7	0	0	-5	1	1774	2	1
33	c1ccc2c(c1)ncn2CCN1CCCCC1	-5	-5	-4	-1	-3	8	1	1504	3	1
34	COc1ccc(Cn2c(=O)[nH]c3cc(C(=O)NCCCOC(C)C)ccc3c2=O)cc1	5	7	-6	-16	-4	-3	1.2	1369	-5	1
35	CCOC(=O)CCc1c(C)c2ccc(OC(C)C(=O)OCC)c(C)c2oc1=O (stereo not drawn)	2	4	-7	4	-2	2	1	1530	2	1
36	COC(=O)[C@@H](NC(=O)NCc1ccccc1F)C(C)C	1	5	-5	-3	-8	3	1	1527	-6	1.1
37	CC(=O)NCCC(=O)Nc1cc(S(=O)(=O)N2CCOCC2)ccc1N1CCOCC1	-4	2	-9	-1	-8	-5	1	1530	-4	1
38	Cc1ccc(-c2nnc(Nc3ccc4c(c3)OCO4)c3ccccc23)cc1S(N)(=O)=O	9	14	79*	1	-12	2	1	1587	17	0.8
39	COc1ccc(/C=N/n2cnnc2)cc1Cn1nc(C)c([N+](=O)[O-])c1C	-5	-6	-5	-26	11*	0	1.3	1494	-3	1
40	Cc1cccc(NC(=O)NC(=O)c2ccccc2)n1	8	9	-8	-14	-3	-1	1.1	1481	-5	1
41	COC(=O)Cc1ccc(NC(=S)N2CCN(c3cccc(O)c3)CC2)cc1	2	9	10	10	-5	0	0.9	1631	-3	1
42	Cc1ccccc1CSCC(=O)N1CCN(c2ccccc2)CC1	1	-2	-20	16	-2	-2	0.8	1386	-3	1
43	COc1ccc(-c2ccc(SCC(=O)c3ccc(F)cc3)nn2)cc1OC	6	7	-4	-23	-4	7	1.2	1771	-1	1
44	O=C(c1cncc(Br)c1)N1CCc2ccccc2C1	-3	0	-9	-9	-2	2	1.1	1472	-4	1
45	CCc1ccc(OCc2cnc(Cl)s2)cc1	3	4	-3	-3	-3	4	1	1596	-1	1
46	Cc1ccc(NC(=O)c2cnn(C)c2)cc1[N+](=O)[O-]	7	1	-5	6	0	6	0.9	1561	-4	1
47	COc1ccc(S(=O)(=O)Nc2ccc3ccccc3c2)cc1C	-6	7	-9	29	-6	-12	0.7	1354	-5	1
48	Cn1c(Cc2ccccc2)nnc1SCc1nc2ccccc2c(=O)[nH]1	-2	-6	-10	-4	4	-2	1	1447	-2	1
49	Cc1ccc(C(CCN)c2ccco2)cc1 (stereo not drawn)	12	0	-9	10	0	3	0.9	1616	-9	1.1
50	CC(C)C1=CC(=NS(=O)(=O)c2cccc([N+](=O)[O-])c2)C=C(C(C)C)C1=O	8	4	-10	7	-2	-4	0.9	1469	-4	1
51	COc1ccc(NC(=O)c2cc(-c3cc(C)cc(C)c3O)n[nH]2)cc1Cl	0	-1	-29	-48	1	4	1.5	1529	-10	1.1
52	Cc1cc(C)c(NC(=O)C(C)(C)C)c(Cl)c1	3	10	-9	19	3	-2	0.8	1520	-7	1.1
53	COc1ccc(NC(=O)Nc2ccc(C)cc2OC(F)F)cc1OC	3	0	-5	12	-2	4	0.9	1502	-4	1
54	Cn1c2c(c(=O)n(C)c1=O)C(CC(=O)Nc1ccccc1)C(=O)N2 (stereo not drawn)	-1	-4	-12	14	-1	-4	0.9	1338	-2	1
55	COc1ccc(C(=O)COC(=O)C2CCN(S(=O)(=O)c3cccc4cccnc34)CC2)cc1	4	7	-4	-1	-3	2	1	1626	8	0.9
56	CS(=O)(=O)N(CC(=O)Nc1ccccc1C(=O)NCCc1ccccc1)c1ccc2c(c1)OCCO2	3	9	-12	3	1	1	1	1724	-2	1
57	CC(C)(C)NC(=O)C(c1ccncc1)N(C(=O)C1CSC(=O)C1)c1ccccc1 (stereo not drawn)	1	3	-5	6	-2	1	0.9	1649	-1	1
58	O=c1/c(=C/c2ccccn2)sc2nc3ccccc3n12	1	11	-9	4	-2	-14	1	1451	-8	1.1
59	Cc1ccccc1N(CC(=O)NCc1ccncc1)S(C)(=O)=O	-4	9	-13	4	4	-3	1	1553	-6	1.1
60	COc1ccc(S(=O)(=O)N2CCN(c3cccc(C)c3C)CC2)cc1	-2	1	-15	20	0	-2	0.8	1608	-12	1.1

(next part)
entry	compound	PPARg SRC-2 ag	PPARg SRC1 recr	TNAP inh noacc	bIAP inh	Efa HMGR inh	PPARg SRC3 recr	bIAP activator	TR-FRET SRC-2 ct	TNAP inh hi DEA	TNAP act hi DEA
61	Cc1csc(NC(=O)Cc2coc3cc(C)c(C(C)C)cc23)n1	-3	-3	-18	28	1	4	0.7	1553	-5	1
62	Cc1cccc(NC(=O)/C(C#N)=C/c2cn(CC(=O)NCc3ccco3)c3ccccc23)c1	0	3	-10	38	-9	5	0.6	1603	-5	1.1
63	O=C(Cc1ccc(-c2ccccc2)cc1)NNC(=S)NCc1ccco1	0	11	11	2	0	6	1	1549	3	1
64	O=C(Cn1cnc([N+](=O)[O-])n1)NC1CC1	1	-1	-6	-18	1	-1	1.2	1456	-3	1
65	CCOC(=O)c1sc(=S)n(-c2ccccc2)c1N	5	1	-7	17	-1	-11	0.8	1560	-5	1
66	CC1=NN(c2ccccc2)C(=O)C1/C=C1\NC(=S)NC1=O (stereo not drawn)	14	13	-1	14	-2	1	0.9	1669	8	0.9
